# Bioassay records deposited in PubChem BioAssay by several laboratories.
# DAX1 inh-1 = blocks DAX1 repression of SF-1 activated StAR promoter; 1.1% of 370,000 active; AID 652010; HEK293T StAR-luciferase reporter, SF-1/DAX-1 repression relief; inhibition, % at 6.8 µM;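 active = inhibition above the mean over all tested compounds plus 3 SD, cut at about 3.6% in these data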;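 note: 0% = DAX-1 cells with DMSO and 100% = cells lacking DAX-1 with DMSO; higher inhibition means more luminescence from relief of DAX-1 repression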
# NPR1 activator = GC-A (human) enzyme activation | P16066 | activation, % at 10 µM | 0.14% of 370,000 active | HEK293 GC-A cells, cGMP TR-FRET, EC30 ANP; 0% at EC30 ANP, 100% saturating ANP; in the data active = activation above about 40%
# ssDAF-12 act = activates DAF-12 receptor from parasite S. stercoralis; HEK293 ssDAF-12/GRIP1 lit1-tk-luc reporter, luminescence; % of 3 µM dafachronic acid response; activation, % at 6.8 µM; 1% of 370,000 active; AID 652126;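 active = activation above the mean over all tested compounds plus 3 SD, cut at about 0.9% in these data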;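 note: 0% = DMSO-only wells and 100% = 3 µM delta7-dafachronic acid wells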
# DAX1 inh-2 = inhibits human nuclear receptor DAX1 | HEK293 Gal4-DAX1 luciferase reporter, luminescence | inhibition, % at 6.75 µM | 0.99% of 340,000 active | AID 504766;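 active = inhibition above the mean over all tested compounds plus 3 SD, cut at about 4.2% in these data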;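 note: 0% = DAX1-transfected cells with DMSO and 100% = empty-vector control cells with DMSO; inhibition shows as a rise in luminescence from relieved DAX1 repression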
# Target sequence (P51843 207-470 limits assumed): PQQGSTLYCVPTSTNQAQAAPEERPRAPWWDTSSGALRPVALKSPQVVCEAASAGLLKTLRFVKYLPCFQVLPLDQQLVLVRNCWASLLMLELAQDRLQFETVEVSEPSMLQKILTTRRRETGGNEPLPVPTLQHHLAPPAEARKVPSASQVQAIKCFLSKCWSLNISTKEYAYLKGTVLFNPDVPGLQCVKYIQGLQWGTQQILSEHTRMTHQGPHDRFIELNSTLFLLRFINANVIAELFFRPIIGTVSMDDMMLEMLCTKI
# GAA850 FXN act = frataxin GAA850 promoter activation; AID 540364; activation, % at 6 µM; 0.56% of 360,000 active; HEK293 lucGAA850 FXN promoter luciferase reporter, 24 h; percent of 10 µM SAHA response;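 active = activation above the average of all compounds screened plus 3 SD, cutoff fixed separately per campaign, cut at about 7.5% in these data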;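 note: 0% = DMSO wells and 100% = 10 µM SAHA wells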
# SMARCA2 act = activators of SMARCA2 function; activation, % at 9.1 µM; MG213 cells, MMTV-luciferase reporter, dexamethasone, overnight; 1% of 370,000 active; in the data active = activation above about 7.8%;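 note: 0% = vehicle wells and 100% = reference activator wells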
# sPLA2-III inh = Blocks human group III sPLA2 activity; Q9NZ20; QFRET BODIPY PC-A2 liposome hydrolysis, fluorescence; 0.56% of 370,000 active; inhibition, % at 12.2 µM;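 active = inhibition above mean plus 3 SD of compounds lying within the high and low control bounds, cut at about 19% in these data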;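 note: 0% = median of test compound wells and 100% = no enzyme DMSO wells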
# Target sequence (Q9NZ20 whole entry, looked up): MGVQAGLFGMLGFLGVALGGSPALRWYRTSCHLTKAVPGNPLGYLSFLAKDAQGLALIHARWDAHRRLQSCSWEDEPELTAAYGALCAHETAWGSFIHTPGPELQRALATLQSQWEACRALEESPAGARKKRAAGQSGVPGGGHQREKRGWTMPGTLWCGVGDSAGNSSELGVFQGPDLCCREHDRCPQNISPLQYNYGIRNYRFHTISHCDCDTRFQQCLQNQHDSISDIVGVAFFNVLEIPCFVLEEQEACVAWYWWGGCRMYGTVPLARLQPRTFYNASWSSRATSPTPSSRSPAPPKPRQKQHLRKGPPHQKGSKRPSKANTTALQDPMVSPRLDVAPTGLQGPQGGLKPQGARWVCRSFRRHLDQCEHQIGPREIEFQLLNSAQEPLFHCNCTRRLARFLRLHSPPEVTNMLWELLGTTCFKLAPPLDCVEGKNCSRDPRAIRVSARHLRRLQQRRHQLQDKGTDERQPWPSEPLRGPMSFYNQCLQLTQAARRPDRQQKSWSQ
# hcDAF-12 act = activators of H. contortus DAF-12 nuclear receptor; HEK293 hcDAF-12 lit1-tk-luc reporter, luminescence; 0% DMSO, 100% Δ7-dafachronic acid; activation, % at 6.8 µM; 1.4% of 370,000 active;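 active = activation above the mean of all tested compounds plus 3 SD, cut at about 5.5% in these data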;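 note: 100% = response to 3 µM Δ7-dafachronic acid high control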
# GC-B act = GC-B (human) receptor activation. activation, % at 10 µM. 0.11% of 370,000 active. P20594. HEK293-GC-B cells, CNP EC30, cGMP TR-FRET; 0% at EC30 CNP, 100% saturating CNP. AID 1920062;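 active = activation at 10 µM reaching about 35% in either raw or pattern-adjusted values, limit read from the data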
# hgDAF12 agonist = agonists of H. glycines DAF-12 nuclear receptor; HEK293 GAL4-hgDAF12 UAS-luciferase reporter, agonist luminescence; normalized to butyrate control; activation, % at 6.8 µM; 1.8% of 370,000 active; AID 687014;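 active = activation above a cutoff set at the mean of all screened compounds plus 3 SD, cut at about 10% in these data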;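 note: 0% = DMSO wells and 100% = sodium butyrate wells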
# KLK7 zymogen act = activates the human kallikrein-7 zymogen; activation, % at 7 µM; purified proKLK7, EDANS-DABCYL substrate fluorescence; 100% is mature enzyme control, 0% vehicle; 0.9% of 370,000 active; P49862;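 active = activation above the mean of all tested compounds plus 3 SD, computed per campaign excluding outliers beyond control limits, cut at about 13% in these data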
# Target sequence (P49862 whole entry, looked up): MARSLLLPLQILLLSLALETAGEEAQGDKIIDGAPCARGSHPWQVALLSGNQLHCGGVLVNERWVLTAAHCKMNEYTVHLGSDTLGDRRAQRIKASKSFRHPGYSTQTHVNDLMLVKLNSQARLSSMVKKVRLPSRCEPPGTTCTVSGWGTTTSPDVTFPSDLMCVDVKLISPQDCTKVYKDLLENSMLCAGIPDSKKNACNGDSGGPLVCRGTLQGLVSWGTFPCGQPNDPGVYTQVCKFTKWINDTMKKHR
# An asterisk follows results filed as active; x = no result given.
no.	Compound	DAX1 inh-1	NPR1 activator	ssDAF-12 act	DAX1 inh-2	GAA850 FXN act	SMARCA2 act
1	CN(C)S(=O)(=O)N1CCC(Oc2ccc(C(=O)NC3Cc4ccccc4C3)cc2)CC1	-1.4	-1	-1.5	-0.6	-6.4	1
2	CC1CN(C(=O)CN2C(=O)c3ccccc3S2(=O)=O)CC(C)O1 (stereo not given)	-0.1	-3	-0.8	0.2	-1.6	-2
3	COc1cc(NC(=O)CN2C(=O)C(=O)N(CC(C)C)C2=O)cc(OC)c1	-0.2	2	-1.3	1.1	1.3	-2
4	COc1ccc([N+](=O)[O-])cc1N(CC(O)CN(CC(C)C)CC(C)C)S(=O)(=O)c1ccc(C)cc1 (stereo not given)	-0.3	-4	-0.9	-0.3	0.3	-2
5	CN(C(=O)c1cccc(NC(=O)Cc2ccc(NC(=O)C3CCN(C(=O)C4CCC4)CC3)cc2)c1)C1CCCC1	0.2	1	-0.3	0.0	0.8	-2
6	Cc1cccc(C)c1NC(=O)NCc1ccco1	-0.1	0	-1.1	0.1	2.2	-2
7	COc1ccc(/C=C(\C#N)C(=O)OCC(=O)Nc2c(C)cccc2C(C)C)cc1	-0.3	1	-0.3	-0.9	0.9	-3
8	CCc1nc2ccc(C(=O)NC3CCN(C)CC3)cn2c1N(C)CCC(C)C	0.0	-2	-0.8	x	-1.5	5
9	C=C(C)CN(CC)c1ccc(N2C(=O)CCCC2=O)cc1[N+](=O)[O-]	-0.3	2	-0.8	0.1	-0.1	-1
10	Cc1ccc(C)c(NS(=O)(=O)c2cc(C(=O)Nc3ccccc3-c3ccccc3)ccc2C)c1	-0.8	-6	-1.9	-0.6	-0.8	-2
11	CCCCNC(=O)N1CCOCCOCCN(C(=O)NCCCC)CCOCCOCC1	-0.9	2	-1.6	0.1	0.6	2
12	COc1ccc(OC)c(Nc2c3c(nc4ccccc24)CCC3)c1	-0.5	-2	-0.4	-0.8	-3.3	4
13	Cc1nn(-c2ccccc2)c2sc(C(=O)N3CCC4(CC3)OCCO4)cc12	-0.3	3	-1.2	x	x	-5
14	O=C(CNC(=O)c1ccco1)Nc1cc(Cl)ccc1N1CCOCC1	-0.5	-4	-0.7	0.8	0.0	-1
15	O=C(CSc1ncnc2sc3c(c12)CCCCC3)NCc1ccco1	-1.7	-1	-1.2	2.2	0.2	1

no.	sPLA2-III inh	hcDAF-12 act	GC-B act	hgDAF12 agonist	KLK7 zymogen act
1	-9	-1.4	-4	3.6	0.0
2	0	1.8	5	-1.0	0.4
3	4	-1.0	-2	-2.9	0.6
4	-10	-0.2	-3	3.9	0.3
5	-19	-0.9	-1	-2.8	1.0
6	5	0.0	-2	0.1	-0.3
7	2	3.2	3	0.1	0.7
8	-16	-1.2	-1	0.4	-0.3
9	-5	-1.4	-3	-2.6	-0.1
10	-23	-1.2	-3	-1.2	0.2
11	1	-1.6	-7	6.7	0.0
12	6	-1.4	-5	-4.3	-0.4
13	11	-3.5	4	1.7	0.3
14	1	0.1	3	-0.3	0.5
15	-2	-1.4	0	2.8	0.1

# By substructure: the entries above with a nitro group on carbon (two)
no.	Compound	DAX1 inh-1	NPR1 activator	ssDAF-12 act	DAX1 inh-2	GAA850 FXN act	SMARCA2 act
4	COc1ccc([N+](=O)[O-])cc1N(CC(O)CN(CC(C)C)CC(C)C)S(=O)(=O)c1ccc(C)cc1 (stereo not given)	-0.3	-4	-0.9	-0.3	0.3	-2
9	C=C(C)CN(CC)c1ccc(N2C(=O)CCCC2=O)cc1[N+](=O)[O-]	-0.3	2	-0.8	0.1	-0.1	-1

no.	sPLA2-III inh	hcDAF-12 act	GC-B act	hgDAF12 agonist	KLK7 zymogen act
4	-10	-0.2	-3	3.9	0.3
9	-5	-1.4	-3	-2.6	-0.1

# (further entries)
no.	Compound	DAX1 inh-1	NPR1 activator	ssDAF-12 act	DAX1 inh-2	GAA850 FXN act	SMARCA2 act
16	O=C(CNC(=O)c1ccccc1Br)NNC(=O)c1cccs1	3.1	2	-1.1	-0.6	-1.2	-4
17	O=C(c1ccccc1SCc1ccccc1)N1CCCCCC1	-0.5	-7	-1.8	-0.6	-1.0	0
18	Cc1cc(=O)oc(C)c1C(=O)Nc1ccccc1F	-0.2	-3	-0.4	-0.1	1.9	-2
19	COc1ccc(NC(=O)CN2CCN(C3c4ccccc4-c4ccccc43)CC2)cc1	-0.4	-1	-1.8	-0.6	1.7	-4
20	O=c1[nH]c2ccccc2n2cnnc12	-0.3	4	-1.2	x	0.8	-2
21	COc1cccc(OCCOCC(O)CN2CCN(Cc3ccc(Cl)cc3)CC2)c1 (stereo not given)	-1.3	-14	-1.5	-0.8	0.3	-3
22	CC1(C)Cc2c(cnn2-c2ccccc2)C(NC(=O)c2ccoc2)C1 (stereo not given)	2.7	-2	-1.3	0.8	0.3	-2
23	Cc1ccc2cc(/C=N/NC(=O)c3ccccc3[N+](=O)[O-])c(Cl)nc2c1	-0.3	6	-1.5	0.2	0.5	-3
24	CCOC(=O)C1(CC2CC2)CCN(Cc2ccc(C(=O)OC)cc2)CC1	-0.1	2	-1.8	1.5	0.8	-2
25	O=C(CSc1ncnc2c1cnn2-c1ccccc1)Nc1ccccc1	0.6	3	-0.9	-0.9	-0.5	-3
26	CC(C)NC(=O)C(=O)NNC(=O)C12CC3CC(CC(C3)C1)C2	-0.3	1	-0.7	0.5	0.3	-1
27	COc1ccc(CC(=O)N2CCN(c3ccccc3)CC2)cc1OC	-0.2	-1	-1.8	1.5	-0.8	-2
28	O=C(NCc1ccco1)c1cc(S(=O)(=O)NC2CC2)ccc1Br	-0.1	1	-0.6	0.9	-1.3	-2
29	O=S(=O)([N-]c1nc2ccccc2nc1-n1cc[n+](Cc2ccccc2)c1)c1ccc(Br)cc1	0.2	7	-1.0	x	-3.0	11*
30	COc1cc(OC)c(OC)cc1CN1CCN(c2ccc(F)cc2)CC1	0.4	2	-0.8	0.4	0.6	-4

no.	sPLA2-III inh	hcDAF-12 act	GC-B act	hgDAF12 agonist	KLK7 zymogen act
16	0	2.4	0	2.7	0.4
17	0	1.0	-4	-1.4	0.1
18	26*	-0.3	-6	1.3	0.1
19	-21	-2.7	-5	-3.0	-0.1
20	8	-0.8	2	-1.0	-0.1
21	-7	-1.7	-6	-0.9	0.4
22	0	-0.5	-3	-2.5	0.1
23	0	0.4	1	0.5	-0.6
24	-5	0.6	3	-0.6	0.2
25	-2	1.1	-1	1.0	-0.5
26	2	0.6	2	2.1	-0.4
27	1	-0.4	-5	-0.4	0.1
28	-5	0.7	3	-1.1	0.2
29	-10	-0.5	1	0.7	0.8
30	-2	0.5	1	-0.1	-0.6

# Additional entries follow:
no.	Compound	DAX1 inh-1	NPR1 activator	ssDAF-12 act	DAX1 inh-2	GAA850 FXN act	SMARCA2 act
31	Cc1cc(C)c2nc(-c3ccccn3)cc(C(=O)NCc3cc(C)n(C)n3)c2c1	-1.4	1	-2.2	-1.1	0.2	3
32	CSCCC(NC(=O)c1ccco1)C(=O)NCc1ccc(F)cc1 (stereo not given)	1.0	7	-0.9	-0.3	-0.6	0
33	COC(=O)c1ccc(NC(=O)CN2CCCC2)cc1	-0.2	-2	-0.5	1.3	-1.6	-1
34	CCn1c(Cc2ccccc2)nnc1SCC(=O)NC1CC1	0.2	-1	-1.5	1.2	-0.3	0
35	COC(=O)CCC(=O)NC(=S)Nc1ccccc1F	0.5	3	-1.3	3.4	2.2	1
36	COc1ccc(N/C(N)=N/c2nc(CSc3ccc(C)cc3)cc(=O)[nH]2)cc1	-0.3	0	-1.2	-0.7	2.5	2
37	CC1(C)CSC(C)(C)C(=O)N1	0.5	-2	-1.1	2.7	0.8	-5
38	COc1ccc(/C=C/C(=O)O)cc1S(=O)(=O)NCc1ccccc1	0.1	2	-1.1	0.6	2.4	2
39	CCCN(CC(=O)Nc1ccccc1C)C(=O)c1ccc(S(=O)(=O)N2CCCCCC2)cc1	-0.7	-1	-1.0	-0.5	0.4	-3
40	CCOC(=O)c1c(C)oc2c1C(=O)c1ccccc1C2=O	-0.6	-4	-1.1	-1.4	3.4	2
41	CCOc1ccc(C(=O)COC(=O)c2cccc(-n3cnnn3)c2)cc1	-0.5	4	-1.1	1.5	0.5	2
42	O=C(COC(=O)C1CC1)Nc1ccc([N+](=O)[O-])cc1C(F)(F)F	-1.2	-1	-1.0	-0.6	-1.4	-2
43	Cc1ccc(C2NC(=O)c3c(sc4c3CCN(C)C4)N2)o1 (stereo not given)	-0.1	-4	-0.6	2.5	-1.0	1
44	Clc1ccc(Cn2nnc(-c3ccc(CN4CCOCC4)cc3)n2)cc1	-0.8	0	-1.1	-0.6	2.5	-4
45	CN1CCC(N(C)C(=O)c2ccc(Cl)c(S(=O)(=O)Nc3ccc(Cl)cc3)c2)CC1	-0.7	-3	-1.3	0.4	2.2	-1

no.	sPLA2-III inh	hcDAF-12 act	GC-B act	hgDAF12 agonist	KLK7 zymogen act
31	-9	-0.5	1	4.4	-4.6
32	-2	0.9	7	0.4	0.2
33	0	-0.1	1	1.1	-0.8
34	-1	-1.3	6	-0.8	-0.2
35	2	0.1	4	4.5	-0.2
36	-4	1.1	1	0.8	0.7
37	8	-0.4	6	2.1	0.5
38	1	0.3	0	1.1	0.5
39	-3	-1.2	3	-2.6	-0.1
40	4	-0.5	-4	-4.1	-0.6
41	-5	-1.1	-1	0.4	0.6
42	7	-1.7	0	2.1	0.4
43	-2	1.5	-2	1.3	11
44	-9	-1.8	3	-1.6	-0.6
45	6	-1.5	0	0.4	0.3

# (next part)
no.	Compound	DAX1 inh-1	NPR1 activator	ssDAF-12 act	DAX1 inh-2	GAA850 FXN act	SMARCA2 act
46	CCOC(=O)c1sc2nc(CSc3ccccc3)nc(N3CCC(C(N)=O)CC3)c2c1C	-2.9	7	-1.9	-3.8	-0.7	-2
47	CCCc1cc(=O)oc2c(C)c(OCc3nn[nH]n3)ccc12	-0.3	-10	-1.2	-0.2	-1.1	-3
48	O=C(CC1SC2=NCCN2C1=O)Nc1ccccc1 (stereo not given)	0.8	-1	-0.9	0.1	-2.9	-3
49	CCN1CCN(S(=O)(=O)c2ccc3c(c2)NC(=O)CS3)CC1	0.3	0	-1.4	2.2	-0.2	-1
50	COc1cccc(C(=O)N[C@H](C(=O)N2CCC[C@H]2C(=O)NCc2ccccc2)C(C)C)c1	-1.5	1	-1.0	x	x	7
51	O=C(N/N=C1\CCCc2ccccc21)c1ccc([N+](=O)[O-])cc1	-0.3	2	-1.1	1.4	1.4	-2
52	CCc1ccc(C(=O)NC2CCCCC2)s1	3.2	4	0.8	0.7	5.3	3
53	COc1ccc(NC(=O)CCNC(=O)C2CCN(S(=O)(=O)c3ccc(F)cc3)CC2)cc1OC	-0.8	2	-1.2	-0.1	-0.3	1
54	O=C(NCCCO)c1cc2c([nH]c3ccccc32)c(-c2ccc(F)cc2)n1	-1.2	21	-1.8	-1.7	0.5	2

no.	sPLA2-III inh	hcDAF-12 act	GC-B act	hgDAF12 agonist	KLK7 zymogen act
46	-15	-2.1	-4	-2.3	-2.5
47	16	0.1	-5	-0.7	1.6
48	6	0.1	-1	-0.4	-0.6
49	5	1.1	1	-0.7	-0.1
50	6	0.9	2	1.7	1.0
51	-2	-0.5	0	0.3	-0.5
52	2	3.1	4	11*	-0.1
53	2	-0.9	5	1.5	0.0
54	-17	-2.4	29	-5.4	-1.1
